Screening data as filed in PubChem.
mcGAS inh – cyclic GMP-AMP synthase inhibitors, mouse, primary biochemical chemiluminescence; Q8C6L5; recombinant cGAS, Kinase-Glo ATP depletion luminescence; inhibition, % at 12.5 µM; 0.15% of 160,000 active;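 also: 0% = negative control wells and 100% = reference inhibitor with no enzyme activity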
hcGAS inh – Primary biochemical luminescence assay for human cyclic GMP-AMP synthase inhibitors | Q8N884 | 0.081% of 290,000 active | inhibition, % at 12.5 µM | recombinant h-cGAS, ATP depletion, Kinase-Glo luminescence | AID 1259398, 2018;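 also: 0% = vehicle reaction and 100% = reaction without DNA for no activity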
Target sequence (Q8N884 whole entry, looked up): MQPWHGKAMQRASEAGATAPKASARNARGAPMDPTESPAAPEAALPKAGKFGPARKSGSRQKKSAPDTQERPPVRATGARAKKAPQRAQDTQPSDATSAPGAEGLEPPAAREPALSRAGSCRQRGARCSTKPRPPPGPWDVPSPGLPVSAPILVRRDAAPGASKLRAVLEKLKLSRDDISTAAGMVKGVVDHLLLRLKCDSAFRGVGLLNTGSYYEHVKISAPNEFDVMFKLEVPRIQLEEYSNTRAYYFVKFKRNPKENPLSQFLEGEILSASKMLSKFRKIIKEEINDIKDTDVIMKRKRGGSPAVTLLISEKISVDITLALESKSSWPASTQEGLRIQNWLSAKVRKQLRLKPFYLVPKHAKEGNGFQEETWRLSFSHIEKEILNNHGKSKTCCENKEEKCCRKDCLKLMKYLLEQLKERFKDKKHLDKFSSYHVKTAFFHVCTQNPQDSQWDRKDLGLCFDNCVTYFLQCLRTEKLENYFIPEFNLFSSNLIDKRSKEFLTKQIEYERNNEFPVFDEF
NPYLR7 ag – agonists of mosquito NPYLR7 receptor, primary screen, cell-based, Aedes aegypti, calcium fluorescence, mosquito biting behavior. HEK293T NPYLR7/Galpha15, GCaMP6s calcium fluorescence. activation, % at 10 µM. 0.15% of 270,000 active; in the data active = activation above about 40%;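 also: 0% = vehicle and 100% = reference agonist at the receptor; some compounds past the cut are filed as inactive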
The depositor's hits bear a star; x = no result given; & = joins results of further samples. Rule as the data show it, unless noted: active = inhibition above about 40%; inactive = the rest.

SMILES	mcGAS inh	hcGAS inh	NPYLR7 ag
Cc1nc(NCCNS(=O)(=O)c2c(C)noc2C)cc(-n2cccn2)n1	-9	-4	-5
COc1cccc(CNC(=S)Nc2ccc3c(c2)c(=O)n(C)n3Cc2csc(C)n2)c1	-5	-4	2
O=C1c2ccccc2S(=O)(=O)N1Cc1nc(-c2cccs2)n[nH]1	-16	-5	0
Cc1ncc(C(=O)NCCCc2nc3ccccc3s2)c(C)n1	-16	-4	24
CCn1c(SCC(=O)NN=C(C)c2ccc(OC(C)=O)cc2)nnc1-c1ccccc1	-5	-7	-4
CN(CCc1ccccc1)Cc1nc(-c2ccc(C(F)(F)F)cc2)no1	x	3	-2
CCCN(CCC(=O)N1CCN(c2ccccc2F)CC1)c1nc(CC)nc2cc(Cl)ccc12	-4	0	5
CC(C(=O)NCc1ccccn1)n1c(=O)n(-c2ccccc2Cl)c(=O)c2ccc(Cl)cc21 (stereo unspecified)	-5	3	6
CCCS(=O)(=O)NCCc1csc2nc(-c3cccc(F)c3)nn12	-7	-3	6
CCN1CCCCC1C(=O)N1CCC(C(F)(F)F)(C(F)(F)F)C1 (stereo unspecified)	x	-9	1
O=C(Cn1nnc(-c2ccc(F)cc2)n1)c1ccc2c(c1)OCO2	x	-5	3
CCOCCCn1c(SCc2ccc(Cl)cc2F)nc2cc(C(=O)OCC)ccc21	-5	-3	2
CCOC(=O)c1nn(-c2ccccc2Cl)c(=O)cc1OS(=O)(=O)c1cccs1	x	4	5
O=C1CCCc2c1[nH]c1ccc(-c3ccccc3CO)cc21	x	-5	4
Cc1ccsc1[C@@H]1CCN(C(=O)c2ccc(-c3ncc[nH]3)s2)C[C@H]1O	x	-7	-1
COc1ccc(Nc2nc(NCCCN(C)C)nc(N)c2[N+](=O)[O-])cc1	x	-5	-2
COc1ccccc1-c1cc(C(=O)NC(C)c2ccccc2)nc2cc(-c3ccccc3)nn12 (stereo unspecified)	-5	-6	3
O=C(c1cncc(N2C[C@@H]3[C@@H]4CC[C@@H](C4)[C@@H]3C2)n1)N1CCCC1	x	-8	11
COc1ccc(N(C)S(=O)(=O)c2ccsc2C(=O)n2nc(C)cc2C)cc1	-7	-4	-1
Cc1nn(C)c(C)c1CN1CCCC1c1nnc2n1CCN(C(=O)C(C)C)CC2 (stereo unspecified)	-6	-12	x
CCC1CCCCN1C(=O)CN(C)CC1CCN(CC(C)O)CC1 (stereo unspecified)	x	-8	8
COc1ccc(CCNC(=O)c2cccnc2N2CCN(S(=O)(=O)c3cc(F)cc(F)c3)CC2)cc1OC	-7	-2	20
CCC(NC(=O)Cc1nonc1C)c1ccccn1 (stereo unspecified)	-10	0	10
Cc1cc(C)cc(N2CCn3c2nc2c3c(=O)n(Cc3ccc(Br)cc3)c(=O)n2C)c1	-6	-2	4
Cc1nc(C)c(CN2CCCC(C(=O)Nc3ccc(-c4cscn4)cc3)C2)nc1C (stereo unspecified)	x	-8&-1	6&-4
COc1ccc(OCC(=O)NNC(=O)COc2cc(C)c(Cl)c(C)c2)cc1	x	-1	-1
COc1ncccc1C(=O)N1CCC(C(Cc2ccccc2F)N(C)C(=O)c2cccs2)CC1 (stereo unspecified)	-11	-5	-1
CC1CC(NC(=O)C(=O)c2c[nH]c3ccccc23)CC(C)(C)C1 (stereo unspecified)	-4	-2	3
NC(=O)c1ccc(NC(=O)CN2CCC(Cn3cnc4ccccc43)CC2)cc1	x	0	-1
COCCCn1ccc2c(cnc3nc(C)nn32)c1=O	x	-8	3
CC1(C(=O)N2CCn3cncc3C2)CCCCO1 (stereo unspecified)	x	-7	-4
Cc1ccc(NC(=O)NC(=O)CN2CCN(S(=O)(=O)c3cccc(F)c3)CC2)c(C)c1	x	-3	7
CC(C)Cc1nc([C@H]2CCC(=O)N2)n(-c2ccc3c(c2)OCCO3)n1	-12	-7	0
CC(=O)c1sc2nc(CN3CCCC3c3cccs3)[nH]c(=O)c2c1C (stereo unspecified)	2	1	5
COC(=O)c1ccc(NC(=O)c2cccn(OCc3cccc(C)c3)c2=O)cc1	-2	-3	1
O=S(=O)(NCc1ccccc1)Nc1ccc2nc[nH]c2c1	-12	-6	x
Cc1cc(C)n(CC2(CNC(=O)c3cccc4nccnc34)CC2)n1	-11	-3	2
CS(=O)(=O)N1CCc2cc(S(=O)(=O)N3CCN(Cc4ccc5c(c4)OCO5)CC3)ccc21	x	-5	-4
COc1nc(N)c(C#N)c(-c2ccc3c(c2)OCO3)c1C#N	-4	0	-4
COC(=O)Cn1c(=NC(=O)CN2C(=O)CCC2=O)sc2ccccc21	x	-7	3
O=S1(=O)CC(O)C(S(=O)(=O)c2ccccc2)C1 (stereo unspecified)	-1	-3	0
Cc1ccccc1-c1noc(CCC(=O)NCc2cc(C(C)(C)C)n[nH]2)n1	-19	-8	24
CNC(=O)[C@@H]1[C@@H](OC(=O)Nc2ccccc2)C(=O)N(C)C12CCN(C(=O)CC(C)(C)C)CC2	-5	0	26
CCCC(C)c1nc(N2CCCN(C(=O)C3C[C@H]3c3ccccc3)CC2)c2cnn(-c3ccccc3)c2n1 (stereo partly specified)	-6	-10	8
Cc1c(C(=O)O)c(C(C)C)nc2cc3c(cc12)OCO3	-8	6&-10	1&12
CCOC(=O)C1(CCCc2ccccc2)CCN(C(=O)Nc2cccc(C)c2C)CC1	-9	-3	2
O=C(Nc1ccc2c(c1)OCCO2)N1CCCC(c2nnc3ccccn23)C1 (stereo unspecified)	x	1	-3
Cc1cccc(C(=O)N2CCc3c([nH]c4ccccc34)C2c2ccc([N+](=O)[O-])c(Cl)c2)c1 (stereo unspecified)	2	-4	-10

As entered above.
CC(C)Cc1nc([C@H]2CCC(=O)N2)n(-c2ccc3c(c2)OCCO3)n1 @ hcGAS inh = -7
Cc1ccsc1[C@@H]1CCN(C(=O)c2ccc(-c3ncc[nH]3)s2)C[C@H]1O @ NPYLR7 ag = -1
COc1ccc(Nc2nc(NCCCN(C)C)nc(N)c2[N+](=O)[O-])cc1 @ hcGAS inh = -5
Cc1ncc(C(=O)NCCCc2nc3ccccc3s2)c(C)n1 @ NPYLR7 ag = 24
Cc1ccc(NC(=O)NC(=O)CN2CCN(S(=O)(=O)c3cccc(F)c3)CC2)c(C)c1 @ NPYLR7 ag = 7
Cc1cc(C)cc(N2CCn3c2nc2c3c(=O)n(Cc3ccc(Br)cc3)c(=O)n2C)c1 @ mcGAS inh = -6
COc1ncccc1C(=O)N1CCC(C(Cc2ccccc2F)N(C)C(=O)c2cccs2)CC1 (stereo unspecified) @ hcGAS inh = -5

Remaining list, next part
SMILES	mcGAS inh	hcGAS inh	NPYLR7 ag
Clc1ccccc1-c1noc(-c2ccc(-c3ccccc3)cc2)n1	-5	-3	-5
COc1cccc(COC2CN(CC(C)C)C(=O)CN(C(=O)c3cccc(N4CCCC4=O)c3)C2)c1 (stereo unspecified)	-7	-12	15
O=C(CN1CCNCC1)NCCc1nc2ccccc2c(=O)[nH]1	x	-6	-5
N#Cc1ccc(CN2CCCN(C(=O)C3CCCCN3Cc3ccc(F)cc3)CC2)cc1 (stereo unspecified)	x	-14	5
COCC(=O)N(CCN1CCCC1)CC(=O)N1CCc2sccc2C1COc1ccc(C(C)C)cc1 (stereo unspecified)	-7	-9	-3
COc1ccc(OCc2nc(-c3ccc(OC)c(OC)c3)no2)cc1	-6	-9	-6
C=CCNS(=O)(=O)c1cc(Cl)ccc1Cl	x	-5	4
CN1CCCC(CN)C1c1ccc(C(F)(F)F)cc1 (stereo unspecified)	x	-5	-5
CCOC(=O)[C@@H]1[C@@H](OC)C(=O)N(C(C)C)C12CCN(C(=O)c1cc(OC)c(OC)c(OC)c1)CC2	-3	2	25
Cc1ccc(-c2csc3ncnc(N4CCN(C(C#N)c5ccc(F)cc5)CC4)c23)cc1 (stereo unspecified)	-2	-7	3
O=C(CC1CCc2ccccc21)N1CCC2(CCCO2)CC1 (stereo unspecified)	-11	-5	7
FC(F)(F)c1cccc(-c2noc(-c3cc(-c4ccccc4)c(C(F)(F)F)s3)n2)c1	x	-2	-13

Retrieved by structure from the entries so far (two):
SMILES	mcGAS inh	hcGAS inh	NPYLR7 ag
Clc1ccccc1-c1noc(-c2ccc(-c3ccccc3)cc2)n1	-5	-3	-5
N#Cc1ccc(CN2CCCN(C(=O)C3CCCCN3Cc3ccc(F)cc3)CC2)cc1 (stereo unspecified)	x	-14	5

Single records (already shown). Order of values: mcGAS inh, hcGAS inh, NPYLR7 ag
`CN1CCCC(CN)C1c1ccc(C(F)(F)F)cc1` (stereo unspecified) in the list: x, -5, -5
`C=CCNS(=O)(=O)c1cc(Cl)ccc1Cl` in the list: x, -5, 4
`O=C(CN1CCNCC1)NCCc1nc2ccccc2c(=O)[nH]1` in the list: x, -6, -5
`COc1cccc(COC2CN(CC(C)C)C(=O)CN(C(=O)c3cccc(N4CCCC4=O)c3)C2)c1` (stereo unspecified) in the list: -7, -12, 15
`FC(F)(F)c1cccc(-c2noc(-c3cc(-c4ccccc4)c(C(F)(F)F)s3)n2)c1` in the list: x, -2, -13

Additional compounds follow:
SMILES	mcGAS inh	hcGAS inh	NPYLR7 ag
COc1ccc(CNc2ccc([N+](=O)[O-])cn2)cc1OC	-2	5	-18
Cc1ccccc1-c1nnc2ccc(-c3cccc4ncccc34)cn12	-7	0	-3
Cc1cc(O)c(C(c2ccccc2)N2CCN(C)CC2)c(=O)n1Cc1ccco1 (stereo unspecified)	x	-7	14
CCCCN(Cc1cccn1Cc1cccc(C)c1)C(=O)CN(CCOC)C(=O)c1ccc(-c2ccccc2)cc1	-6	-6	1
O=C(NCCc1cccs1)c1ccccc1N1CCC(NC(=O)C2CCC2)CC1	-6	-6	10
COc1ccc(C2C(C#N)=C(C)NC3=C2C(=O)CC(c2ccccc2)C3)cc1 (stereo unspecified)	1	1	2
O=C1NC23CCCCC2C(c2ccccc2O3)C1C(=O)N1CCOCC1 (stereo unspecified)	x	2	-2
Cc1cc(Br)ccc1NC(=O)CN(C)C(=O)CCn1c(=O)oc2ccccc21	x	-6	7
CCCCN(CC(=O)N(CCc1c[nH]c2ccccc12)Cc1ccccc1)S(=O)(=O)c1ccc(Cl)cc1	-4	-3	17
CN1CC(=O)N2C[C@@H](NC(=O)c3ccc4c(c3)CCC4)C[C@H]2C1=O	x	-5	6
O=C(CCl)NC1=NC(=Nc2ccccc2F)c2ccccc21	x	-6	2
COc1ccc(-n2c(=O)[nH]c3c(C(N)=O)nc(CCc4ccccc4)nc32)c(OC)c1	-6	-5	-9
CCOCCCN(CC(=O)N(CCc1ccccc1)Cc1ccc(C)o1)C(=O)CCc1ccccc1	-6	-2	-1
CN(C(=O)c1cc2nc(-c3ccc(Cl)c(Cl)c3)cc(C(F)(F)F)n2n1)C1CCCCC1	-3	-1	-5
O=C(Nc1ccccc1)Nc1ccc(NC(=O)c2ccco2)cc1	x	-11	28
CS(=O)(=O)NCC(O)Cn1c2ccccc2c2ccccc21 (stereo unspecified)	x	-1	1
CCC/C=C/c1nccc(NC(C)C)n1	-17	-6	26
COc1ccccc1NC(=O)N1CCN(c2nc(Cc3ccc(C)cc3)ns2)CC1C (stereo unspecified)	-4	-7	0
COc1ccc(C(=O)N2CCC(C(=O)NCCNC(=O)c3ccccc3)CC2)cc1	-10	-5	x
O=C(Nc1cc2c(cc1Cl)OCCO2)C1CCCCC1	x	-7	-1
